# BaF3 tox – parental Ba/F3 cell viability inhibition, counter-screen for JAK2V617F inhibitor project, murine pro-B, CellTiter-Glo luminescence; CellTiter-Glo ATP luminescence; inhibition, % at 5.6 µM; 220,000 tested, 1.1% active;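 active = inhibition above a per-campaign cutoff, the mean inhibition of all tested compounds plus 3 SD, cut at about 27% in these data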;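 note: 0% = DMSO wells and 100% = JAK Inhibitor I control wells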
# NPY-Y2 PAM-ag – NPY-Y2 potentiators or agonists, primary screen, cell-based | 220,000 tested, 0.45% active | activation, % at 3.6 µM | cells expressing NPY-Y2, potentiator/agonist read-out | Neuropeptide Y receptor type 2 (Homo sapiens), P49146; in the data active = activation above about 27%;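 note: cells stimulated with NPY near EC25 plus isoproterenol at EC100; 0% = vehicle plus submaximal agonist and 100% = vehicle plus saturating agonist; some results beyond the cut were filed as inactive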
# NPY Y1 blocker – NPY-Y1 receptor antagonists, primary screen, cell-based; Neuropeptide Y receptor type 1 (Homo sapiens), P25929; AID 1040, 2008; inhibition, % at 3.6 µM; HEK293-CNG Y1 cells, membrane potential fluorescence; NPY at EC95, then isoproterenol; 200,000 tested, 1% active;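 active = inhibition above the campaign mean inhibition of all tested compounds plus 3 SD, cut at about 20% in these data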;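 note: 0% = DMSO wells given NPY plus isoproterenol and 100% = isoproterenol alone without NPY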
# Target sequence (P25929 whole entry, looked up): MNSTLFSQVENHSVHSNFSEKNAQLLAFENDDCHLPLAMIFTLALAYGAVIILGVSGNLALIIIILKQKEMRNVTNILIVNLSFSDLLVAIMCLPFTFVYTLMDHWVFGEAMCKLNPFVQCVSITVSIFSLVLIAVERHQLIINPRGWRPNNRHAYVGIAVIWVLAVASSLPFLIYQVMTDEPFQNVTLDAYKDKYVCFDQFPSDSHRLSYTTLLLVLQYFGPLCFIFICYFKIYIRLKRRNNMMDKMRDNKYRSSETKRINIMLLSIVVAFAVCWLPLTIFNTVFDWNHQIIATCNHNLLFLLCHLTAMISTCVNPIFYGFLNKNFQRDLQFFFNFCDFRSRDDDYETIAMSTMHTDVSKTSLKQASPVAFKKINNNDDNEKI
#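 Material: Y1- and CNG-channel-expressing HEK293 cells / Probe or stimulus: NPY 25 nM then isoproterenol 1 µM plus Ro 20-1724 25 µM / Doses: 3.6 µM single dose, DMSO 0.4% / Schedule: compound incubation 1 h at room temperature, readout 45 min post-stimulation / Signal: membrane potential fluorescence / Benchmarks: isoproterenol-only wells as full block versus NPY-plus-isoproterenol wells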
# p47phox inh – p47phox/p22phox peptide binding inhibitors, primary screen, biochemical, uHTS, NADPH oxidase regulatory subunit; fluorescence polarization, 2 h; inhibition, % at 24.7 µM; 220,000 tested, 0.53% active; AID 1274, 2008;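 active = inhibition above about 30%, limit read from the data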;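 note: 0% = p47phox with labelled peptide and 100% = labelled peptide alone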
# Target sequence (P14598 whole entry, looked up): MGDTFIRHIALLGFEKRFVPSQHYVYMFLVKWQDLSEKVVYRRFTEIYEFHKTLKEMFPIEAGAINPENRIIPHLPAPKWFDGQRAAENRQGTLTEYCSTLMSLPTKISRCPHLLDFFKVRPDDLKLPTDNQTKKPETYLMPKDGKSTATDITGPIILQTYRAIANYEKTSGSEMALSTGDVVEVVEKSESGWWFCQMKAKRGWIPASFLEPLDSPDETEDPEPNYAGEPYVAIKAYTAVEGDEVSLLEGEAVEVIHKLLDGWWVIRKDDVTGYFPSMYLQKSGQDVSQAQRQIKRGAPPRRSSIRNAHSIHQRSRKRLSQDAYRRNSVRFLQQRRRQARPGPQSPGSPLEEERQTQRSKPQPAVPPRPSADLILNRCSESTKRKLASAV
# S1P4 ag – S1P4 receptor agonists, primary screen, cell-based; Sphingosine 1-phosphate receptor 4 (Homo sapiens), O95977; S1P4-expressing cell line, agonist reporter assay; activation, % at 4.98 µM; 220,000 tested, 0.35% active; AID 1509, 2009; in the data active = activation above about 11%;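 note: 0% = DMSO vehicle and 100% = reference agonist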
# S1P4 antagonist – S1P4 receptor antagonists, primary screen, cell-based; S1P4-expressing cells, antagonist mode, reporter read-out; AID 1510, 2009; inhibition, % at 4.98 µM; Sphingosine 1-phosphate receptor 4 (Homo sapiens), O95977; 220,000 tested, 0.26% active; in the data active = inhibition above about 29%;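 note: 0% = wells stimulated with agonist and 100% = vehicle wells without agonist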
# Ba/F3 V617F tox – reduced viability of JAK2V617F-dependent Ba/F3 cells, primary screen, JAK2V617F inhibitor project, cell-based, Ba/F3 EpoR-JAK2V617F, luminescence | inhibition, % at 5.6 µM | 220,000 tested, 1.1% active | AID 1446, 2008 | ATP luminescence;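 active = inhibition above the campaign mean plus 3 SD over all tested compounds, cut at about 24% in these data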;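 note: cytokine-independent growth of Ba/F3 cells driven by EpoR plus mutant JAK2; 0% = DMSO-treated cells and 100% = JAK inhibitor I control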
# CHOP inhibitor – inhibitors of CHOP promoter induction, primary screen, cell-based, unfolded protein response, luciferase reporter. CHO-K1 CHOP-promoter luciferase, tunicamycin-induced, 15-18 h. inhibition, % at 10 µM. 220,000 tested, 3.8% active;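 active = compounds that reduced the stress-induced luciferase reporter signal by more than about 70% of percent inhibition, limit read from the data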;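 note: 0% = tunicamycin plus vehicle and 100% = wells without tunicamycin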
# NPY-Y1 PAM-ag – NPY-Y1 receptor potentiators or agonists, primary screen, cell-based. NPY-Y1 expressing cells, potentiator/agonist activation. activation, % at 3.6 µM. 220,000 tested, 0.37% active. AID 1304, 2008; in the data active = activation above about 33%, passing the limit was not always enough;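 note: cells stimulated with NPY at EC10 then isoproterenol at EC100; 0% = low agonist plus stimulus and 100% = saturating agonist plus stimulus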
# * = called active by the depositor; · = no result given. An unsorted share of the library, and some 7.1% of all compounds hit somewhere here.
SMILES,BaF3 tox,NPY-Y2 PAM-ag,NPY Y1 blocker,p47phox inh,S1P4 ag,S1P4 antagonist,Ba/F3 V617F tox,CHOP inhibitor,NPY-Y1 PAM-ag
O=C(Nc1nc(-c2ccc(-c3ccccc3)cc2)cs1)c1cc([N+](=O)[O-])ccc1N1CCOCC1,5.8,-1.6,2.9,·,0.3,-8.9,1.5,2.5,13.9
CC1CCN(S(=O)(=O)c2ccc3c(c2)c(=O)c(C(=O)NCc2cccs2)cn3C)CC1,2.1,-9.1,0.5,-9.8,1.6,-4.5,0.2,14.7,-13.2
COCCNS(=O)(=O)c1ccc2c(c1)C(=NO)c1cc(S(=O)(=O)NCCOC)ccc1-2,0.3,16.7,·,-21.3,0.0,-1.2,1.2,-1.9,-0.9
COc1ccc(Cl)cc1C(=O)NNC(=O)c1cccc([N+](=O)[O-])c1,5.2,3.5,-0.5,-2.6,2.2,0.4,3.2,11.7,6.8
CCOc1ccc(Nc2nc(Cc3nnc(SCC(=O)c4ccc(C)cc4)o3)cs2)cc1,3.5,17.6,-0.4,-9.6,0.1,-3.2,-4.9,61.8,5.5
Cc1ccc(CN=c2c([N+](=O)[O-])nn(-c3ccc4c(c3)OCCO4)n2O)cc1,7.1,-12.4,5.3,-7.5,0.1,-29.9,-0.4,24.3,-3.4
CC(C)(C)c1ccc2c(c1)OC(C(=O)N/N=C/c1ccc([N+](=O)[O-])o1)CO2 (stereo not given),-0.7,7.6,·,-12.8,0.5,-6.5,-8.8,13.6,15.4
Clc1ccc2nc(CSc3nncn3-c3ccccc3)cn2c1,-0.7,9.1,-5.3,-11.9,2.4,-0.2,-3.3,1.8,7.6
COc1cc(CN2CCN(c3ccccc3F)CC2)c([N+](=O)[O-])cc1OC,6.5,7.0,0.7,5.8,1.2,-1.0,-2.9,-9.1,-26.5
O=C(CSc1nc(C2CC2)nc2sc3c(c12)CCCC3)NCc1ccco1,5.5,5.2,2.0,-6.2,0.0,-21.1,-0.6,-31.6,-5.7

# 7 compounds from above, arranged by the number in CHOP inhibitor, low to high.
canonical_smiles,CHOP inhibitor
COCCNS(=O)(=O)c1ccc2c(c1)C(=NO)c1cc(S(=O)(=O)NCCOC)ccc1-2,-1.9
Clc1ccc2nc(CSc3nncn3-c3ccccc3)cn2c1,1.8
O=C(Nc1nc(-c2ccc(-c3ccccc3)cc2)cs1)c1cc([N+](=O)[O-])ccc1N1CCOCC1,2.5
COc1ccc(Cl)cc1C(=O)NNC(=O)c1cccc([N+](=O)[O-])c1,11.7
CC(C)(C)c1ccc2c(c1)OC(C(=O)N/N=C/c1ccc([N+](=O)[O-])o1)CO2 (stereo not given),13.6
CC1CCN(S(=O)(=O)c2ccc3c(c2)c(=O)c(C(=O)NCc2cccs2)cn3C)CC1,14.7
CCOc1ccc(Nc2nc(Cc3nnc(SCC(=O)c4ccc(C)cc4)o3)cs2)cc1,61.8

# The results go on.
SMILES,BaF3 tox,NPY-Y2 PAM-ag,NPY Y1 blocker,p47phox inh,S1P4 ag,S1P4 antagonist,Ba/F3 V617F tox,CHOP inhibitor,NPY-Y1 PAM-ag
O=C(Nc1ccccc1-c1nnn(CC(=O)N2CCc3ccccc3C2)n1)C1CCC1,5.0,0.7,7.5,-5.1,-2.2,8.0,2.8,21.5,-27.6
CCOC(=O)c1oc2c(CN3CCN(CCO)CC3)c(O)c(CC)cc2c(=O)c1-c1nc2ccccc2s1,7.3,7.9,-0.1,5.4,1.2,-5.4,0.4,-4.0,8.5
Cc1ccc2oc(=O)c3cnn(CC(=O)NCCN(C)C)c3c2c1,7.3,7.8,3.7,-8.9,0.3,0.7,0.8,-4.4,10.0
O=C(Oc1ccc2c(c1)C(=O)c1ccccc1CO2)c1ccccc1,3.7,-3.2,5.8,-18.0,2.4,-9.3,-2.5,40.6,-10.4
CCOC(=O)C1CCCN(c2c(NCCCN3CCCC(C)C3)c(=O)c2=O)C1 (stereo not given),4.4,-11.2,-3.7,1.1,1.4,-8.3,-3.0,5.4,-7.6
Cc1[nH]nc2c1C(c1cccs1)C1=C(CCCC1=O)N2 (stereo not given),1.6,10.2,-0.3,-9.7,-0.5,-3.4,1.5,4.9,1.4
Cc1ccc(NC2=NCC(=O)N2C2CCCC2)cc1,4.7,-16.7,3.4,-3.8,-1.4,-15.8,2.6,12.5,5.8
Cc1ccc(NC(=O)c2ccc(S(=O)(=O)NCC3CCCO3)cc2)cc1C (stereo not given),5.1,18.6,2.4,-3.2,0.0,-5.2,-1.1,-5.1,8.4
CC1CCCCN1C(=O)c1ccc(C(=O)N2CCCCC2C)cc1 (stereo not given),12.1,-13.5,2.1,-5.5,0.9,-10.4,1.1,8.2,-11.6
NC(=O)NC(=O)CSc1nc2sc(-c3ccccc3)cc2c(=O)n1-c1ccccc1,11.4,3.4,-3.6,-7.9,1.5,-3.9,0.2,-10.9,6.6

# Exported as tab-separated lines: part of the list above.
SMILES	BaF3 tox	NPY-Y2 PAM-ag	NPY Y1 blocker	p47phox inh	S1P4 ag	S1P4 antagonist	Ba/F3 V617F tox	CHOP inhibitor	NPY-Y1 PAM-ag
Cc1ccc(NC2=NCC(=O)N2C2CCCC2)cc1	4.7	-16.7	3.4	-3.8	-1.4	-15.8	2.6	12.5	5.8
Cc1ccc(NC(=O)c2ccc(S(=O)(=O)NCC3CCCO3)cc2)cc1C (stereo not given)	5.1	18.6	2.4	-3.2	0.0	-5.2	-1.1	-5.1	8.4

# Following part.
SMILES,BaF3 tox,NPY-Y2 PAM-ag,NPY Y1 blocker,p47phox inh,S1P4 ag,S1P4 antagonist,Ba/F3 V617F tox,CHOP inhibitor,NPY-Y1 PAM-ag
CCN(CC)CCNC(=O)/C(=C\c1cccn1C)NC(=O)c1cccs1,6.9,-1.0,-1.0,-1.2,-1.8,-9.5,1.9,18.4,-7.4
COc1ncccc1-c1nnn(-c2ccc(C)cc2)n1,-1.2,-3.1,11.4,-5.8,-0.6,-15.1,-1.0,11.4,8.2
CN(CC(=O)N1CCN(c2ccccn2)CC1)S(=O)(=O)c1ccc(Br)cc1,-2.3,5.9,-4.0,-2.0,-0.8,11.8,-3.4,-15.7,-22.7
CCN(CC(=O)N1CCc2ccccc2C1)S(=O)(=O)c1ccc2ccccc2c1,5.8,-55.0,4.3,-9.1,-0.5,7.6,4.2,36.0,-43.0
N#CCC(=O)N/N=C/c1cn(Cc2ccc3ccccc3c2)c2ccccc12,-0.3,-7.3,·,-20.6,-0.4,-4.4,-2.2,1.9,-6.8
O=C(COC(=O)/C=C/c1ccccc1Cl)NCc1ccco1,4.7,-16.6,6.0,4.7,-1.8,4.7,-3.5,0.7,-2.9
O=C(COC(=O)Cc1ccc(Cl)cc1)Nc1cc(S(=O)(=O)N2CCOCC2)ccc1N1CCCC1,5.1,2.4,3.4,-5.7,0.3,-12.8,-0.2,12.6,3.3
COc1ccc(/C(N)=N/OC(=O)CSc2ccc(C)cc2)cc1,5.4,-11.7,10.5,-9.1,-0.9,7.8,-0.2,21.6,-12.9
CCOC(=O)C(=O)c1c(-c2ccc(C)cc2)nc2ccccn12,-1.0,7.9,4.6,-3.3,1.8,-18.0,-0.4,-6.4,9.1
CNC(=S)N1N=C(c2ccc(OC)cc2)CC1c1ccccc1Cl (stereo not given),1.9,-13.0,·,-12.2,0.3,11.3,-2.4,28.3,15.7
Cc1ccc(Cn2c(-c3nonc3N)nc3ccccc32)cc1,3.3,-8.1,23.4*,-10.1,1.5,-39.7,2.6,104.9*,-41.2
Cc1ccc(C(=O)Nc2cc(Cl)ccc2N2CCCCC2)s1,3.7,-22.9,10.3,-6.6,1.1,0.4,1.1,20.5,-54.5
CCn1cc(C(=O)NCCCN2CCN(C)CC2)c(=O)c2cc(S(=O)(=O)N3CCc4ccccc4C3)ccc21,2.9,-13.3,1.6,2.2,1.0,-17.6,-0.7,-12.1,-2.3
Cc1cc(N2CCCN(C)CC2)nc2cc(Cl)ccc12,7.1,1.7,9.1,0.4,0.1,-13.6,-2.5,-4.2,-5.2
CCCn1c(SCC(=O)NCc2ccccc2)n[nH]c1=O,7.9,-11.0,1.7,7.8,-0.6,-9.0,4.1,-24.0,-0.3
CCCCNC(=O)c1ccc2c(=O)n(CCCOCC)c(=S)[nH]c2c1,7.4,-10.9,-1.4,-11.6,-1.2,-5.0,1.6,54.7,-0.3
Cc1c(Cl)cnc(NC(=O)COC(=O)c2cc3c(s2)CCC(C)C3)c1Cl (stereo not given),5.9,3.9,-2.4,-38.6,-0.1,-7.2,-1.1,59.3,-9.1
O=C(CSc1ccc(Cl)cc1)N1CCN(c2c(Cl)cccc2[N+](=O)[O-])CC1,5.5,-1.9,12.4,-33.4,1.8,8.1,0.2,-0.6,-18.5
COc1ccc(S(=O)(=O)N2CCOC2CNC(=O)C(=O)NCCc2c[nH]c3ccccc23)cc1C (stereo not given),5.9,16.3,2.3,-31.9,10.0,4.0,-2.5,31.8,17.9
O=C(CN1CCN(Cc2ccccc2)CC1)NCC1COc2ccccc2O1 (stereo not given),1.8,-19.2,2.0,-4.0,2.6,-3.1,-2.6,-1.8,-7.1
O=C(NCCc1cccs1)C12CN(Cc3ccccc3)CC1C(c1cccc([N+](=O)[O-])c1)=NO2 (stereo not given),-2.6,-5.9,5.6,-15.0,-0.3,-17.9,-2.5,24.7,1.7
CSCC[C@H](NC(=O)COc1ccc(Cl)cc1)c1nc2ccccc2[nH]1,5.8,-0.4,-0.2,-8.8,3.4,-20.1,0.4,15.1,-12.4
CCN(CC(=O)Nc1ccc(OC)cc1)C(=O)c1ccc([N+](=O)[O-])cc1,0.2,-1.2,-3.4,1.2,3.4,-11.9,-2.2,12.4,6.0
O=C(Nc1cccc(O)c1)c1cc2nc(-c3ccccc3)cc(-c3ccccc3)n2n1,-1.4,-6.8,-1.6,-2.2,0.5,-10.2,-2.6,84.3*,-19.6
Cc1ccc(C(=O)N2CCN(C(=O)CN3CCCC3)C2)cc1,1.1,6.7,3.3,7.9,-1.2,3.2,-0.5,13.2,14.7
O=C(c1cc2ccccc2oc1=O)N1CCSC1c1ccco1 (stereo not given),4.8,5.2,-8.7,0.6,-0.1,-27.2,-2.0,-19.3,-12.6
CN(CC(=O)Nc1ccc(F)cc1[N+](=O)[O-])Cc1ccccc1,1.6,8.0,2.1,-30.4,-0.4,-4.3,-2.3,38.0,6.3
CCOC(=O)c1sc(N)c(C(=O)Nc2ccccc2OC)c1C,35.9*,-4.8,0.0,-3.1,0.0,6.6,39.6*,43.1,-5.7
COc1ccc(NC(=O)c2ccc(-n3c(C)ccc3C)cc2)c(OC)c1,2.4,-2.6,-3.0,-41.5,-2.1,-15.1,-4.1,4.0,-1.4
O=C(O)CCN=Cc1c(O)c2ccccc2oc1=O,4.3,14.1,1.2,-9.5,-0.2,6.8,0.6,28.4,7.2
